Assay outcomes deposited in PubChem by Sanford-Burnham Center for Chemical Genomics.
ATG4B inh: blocks human ATG4B protease cleavage of LC3 substrate | ATG4B cleavage of LC3-PLA2, NBD-HPC fluorescence, 1 h | 340,000 tested, 0.51% active | Q9Y4P1 | inhibition, % at 8.33 µM; in the data active = inhibition above about 40%
Target sequence (Q9Y4P1 whole entry, looked up): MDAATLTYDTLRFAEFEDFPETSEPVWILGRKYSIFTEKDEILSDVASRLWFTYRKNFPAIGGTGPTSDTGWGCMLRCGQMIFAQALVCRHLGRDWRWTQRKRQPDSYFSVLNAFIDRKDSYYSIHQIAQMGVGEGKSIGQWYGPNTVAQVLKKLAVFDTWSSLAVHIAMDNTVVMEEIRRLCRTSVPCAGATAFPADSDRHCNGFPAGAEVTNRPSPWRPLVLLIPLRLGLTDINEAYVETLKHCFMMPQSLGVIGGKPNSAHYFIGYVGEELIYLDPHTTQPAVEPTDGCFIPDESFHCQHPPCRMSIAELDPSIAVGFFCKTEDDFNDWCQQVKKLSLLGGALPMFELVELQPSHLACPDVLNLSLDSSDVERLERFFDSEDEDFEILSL
HKDC1 inhibitor: HKDC1 (human) hexokinase inhibition; Q2TB90; recombinant HKDC1, G6PDH/diaphorase resazurin coupled fluorescence; inhibition, % at 20 µM; 340,000 tested, 0.16% active; AID 493160;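 active = inhibition above about 35% when tested at 20 µM, limit read from the data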;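 note: plate controls were DMSO wells with enzyme for no effect and DMSO wells lacking enzyme for full effect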
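test system = in-house recombinant HK5 (HKDC1) enzyme | amount = HKDC1 at 5 µg/mL | control set = DMSO-enzyme wells negative, buffer-substituted wells positive | compound = one dose of 20 µM, 1% DMSO | schedule = reaction time 90 min, room temperature, protected from light | technique = resorufin fluorescence at 613 nm | reagent = glucose with 1 mM ATP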
PfGluPho inh: PfG6PD (Plasmodium falciparum) enzyme inhibition; AID 504690; inhibition, % at 20 µM; 350,000 tested, 0.78% active; PfGluPho enzyme, NADPH resazurin-diaphorase fluorescence;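 active = inhibition reaching at least a set limit at 20 µM in the primary screen, cut at about 59% in these data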;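 note: 0% = DMSO wells with substrate and 100% = DMSO wells lacking glucose-6-phosphate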
mIAP block: blocks mouse intestinal alkaline phosphatase; 330,000 tested, 0.2% active; purified mouse IAP, CDP-Star luminescence, 30 min; AID 2806; inhibition, % at 10 µM;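 active = inhibition of at least 40% at 10 µM in the primary screen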;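 note: plate controls were DMSO with enzyme for no effect and no enzyme wells for full effect; values of inactives mirror those of a sister screen read the other way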
hIAP act: increases human intestinal alkaline phosphatase activity; P09923; purified human IAP, CDP-Star luminescence, 30 min; hits give high values; 1 = vehicle-only enzyme, 0 = enzyme-free background; activation factor at 10 µM; 330,000 tested, 0.16% active; AID 2524;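 active = activation factor of the enzyme at least 2-fold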; note: the source names both 10 and 20 µM as test concentration; values of inactives mirror those of a sister screen read the other way
APOBEC3A inh: inhibitors of human APOBEC3A DNA deaminase. recombinant A3A, FAM/TAMRA ssDNA deamination fluorescence. 330,000 tested, 0.41% active. inhibition, % at 20 µM. P31941;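 active = at least 40% inhibition at 20 µM here, with at most 30% in a related deaminase screen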;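 note: plate controls were A3A with DMSO for no effect and wells lacking A3A enzyme for full effect; some results filed as inactive read as strong as hits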
Target sequence (P31941 whole entry, looked up): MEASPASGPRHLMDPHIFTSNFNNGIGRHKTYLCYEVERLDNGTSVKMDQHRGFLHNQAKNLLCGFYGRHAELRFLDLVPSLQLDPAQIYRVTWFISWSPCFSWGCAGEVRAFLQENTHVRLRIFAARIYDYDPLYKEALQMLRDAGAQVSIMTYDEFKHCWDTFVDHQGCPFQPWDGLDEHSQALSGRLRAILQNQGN
mIAP act: mouse IAP activation; muIAP, CDP-Star luminescence, 30 min; hits give high values; 1 = vehicle-only enzyme signal, 0 = enzyme-free wells; activation factor at 10 µM; 330,000 tested, 0.24% active;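 active = activation factor of at least 2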; note: the source names both 10 and 20 µM as test concentration; values of inactives mirror those of a sister screen read the other way
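Assay system: mouse IAP enzyme; Reagent: CDP-Star chemiluminescent phosphatase substrate; Compound: DMSO-dissolved test compounds; Incubation: 30 min, room temperature; Technique: luminescence from enzymatic CDP-Star hydrolysis; Controls: DMSO-only wells and no-enzyme negative control.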
hIAP inh: human IAP inhibition; 330,000 tested, 0.12% active; P09923; inhibition, % at 10 µM; purified IAP, CDP-Star luminescence, 30 min;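 active = inhibition reaching a set limit with compound at 10 µM in the primary screen, cut at about 35% in these data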;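 note: plate controls were DMSO wells with enzyme for no effect and no-enzyme buffer wells for full effect; values of inactives mirror those of a sister screen read the other way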
The depositor's hits bear a star; nt = no result given.

SMILES	ATG4B inh	HKDC1 inhibitor	PfGluPho inh	mIAP block	hIAP act	APOBEC3A inh	mIAP act	hIAP inh
CCOC(=O)C(C(=O)NCc1cccc(OC)c1)c1ncc(C(F)(F)F)cc1Cl (stereo not given)	-1	-5	6	0	1	-5	1	-5
CN(CC(=O)Nc1cccc(F)c1)C(=O)CN1C(=O)NC2(CCCC2)C1=O	8	-1	-12	-9	0.9	5	1.1	10
COc1ccc(CCNC(=O)/C=C/c2ccc(OC)c(S(=O)(=O)N3CCOCC3)c2)cc1	-12	-4	8	3	0.92	6	0.97	8
COc1ccc(CC(=O)OCC(=O)c2ccc(S(=O)(=O)N3CCCCC3)cc2)cc1	-44	-7	-2	-8	0.92	-1	1.1	8
CC(c1ccco1)N(C(=O)c1ccccc1NS(=O)(=O)c1cccc([N+](=O)[O-])c1)c1ccccn1 (stereo not given)	0	-7	22	6	0.95	3	0.94	5
N#Cc1c(N)nc2c(c1N)CC(COc1ccccc1)O2 (stereo not given)	-2	-3	1	7	1	-4	0.93	-2
O=C(CN1C(=O)COc2ccc(S(=O)(=O)N3CCCC3)cc21)NCc1ccccn1	3	-8	-7	-4	0.88	-3	1	12
COc1cccc(C2CC(c3ccc(Cl)cc3Cl)Nc3nc(N)nn32)c1 (stereo not given)	5	0	-4	1	1.1	-10	0.99	-15
COCCCn1c(SCC(=O)Nc2ccccc2F)nnc1-c1ccoc1C	-4	-4	-18	-10	1.1	-2	1.1	-7
CC(=O)OCC(=O)[C@@]12OC(C)(C)O[C@@H]1C[C@H]1[C@@H]3C[C@H](F)C4=CC(=O)C=C[C@]4(C)[C@@]3(F)[C@@H](O)C[C@@]12C	2	-1	20	6	1.2	0	0.94	-23
O=[N+]([O-])c1ccc(Sc2cccc3cccnc23)c([N+](=O)[O-])c1	-2	-30	148*	10	0.81	-1	0.9	19
CCCCCC(=O)NC(=S)Nc1ccc(Cl)cn1	-1	5	5	7	1	2	0.93	-4

One compound at a time, from the list above:
`CC(=O)OCC(=O)[C@@]12OC(C)(C)O[C@@H]1C[C@H]1[C@@H]3C[C@H](F)C4=CC(=O)C=C[C@]4(C)[C@@]3(F)[C@@H](O)C[C@@]12C` as listed: ATG4B inh = 2; HKDC1 inhibitor = -1; PfGluPho inh = 20; mIAP block = 6; hIAP act = 1.2; APOBEC3A inh = 0; mIAP act = 0.94; hIAP inh = -23
`COc1ccc(CC(=O)OCC(=O)c2ccc(S(=O)(=O)N3CCCCC3)cc2)cc1` as listed: ATG4B inh = -44; HKDC1 inhibitor = -7; PfGluPho inh = -2; mIAP block = -8; hIAP act = 0.92; APOBEC3A inh = -1; mIAP act = 1.1; hIAP inh = 8
`O=C(CN1C(=O)COc2ccc(S(=O)(=O)N3CCCC3)cc21)NCc1ccccn1` as listed: ATG4B inh = 3; HKDC1 inhibitor = -8; PfGluPho inh = -7; mIAP block = -4; hIAP act = 0.88; APOBEC3A inh = -3; mIAP act = 1; hIAP inh = 12

Other results follow.
SMILES	ATG4B inh	HKDC1 inhibitor	PfGluPho inh	mIAP block	hIAP act	APOBEC3A inh	mIAP act	hIAP inh
CN1CCN(C(=O)C2=C[C@@H](C3CCCCC3)C[C@@H](OCc3ccc(CO)cc3)O2)CC1	-6	-6	-4	3	0.97	-2	0.97	3
O=S(=O)(Nc1nccs1)c1ccc(NS(=O)(=O)c2c(F)cc(F)c(Cl)c2F)cc1	-3	-2	-4	12	0.99	-3	0.88	1
Cn1c(CO)cnc1SCc1ccc([N+](=O)[O-])cc1	0	-2	18	1	1	-4	0.99	-3
CC(=O)Nc1ccc(C(=O)OCC(=O)Nc2ccc(S(=O)(=O)N3CCOCC3)cc2)cc1	-14	-4	-2	-7	1.1	-3	1.1	-10
CCOC(=O)C1C(c2ccccc2)C(C(=O)OCC)C1c1ccccc1 (stereo not given)	-17	-4	-3	0	1	-3	1	-1
O=C(N/N=C\c1ccc(OCC(=O)N2CCCC2)cc1)C(=O)Nc1ccccc1F	-2	-8	-14	7	0.79	-3	0.93	21
CC(C)Sc1nnc([C@H](Cc2c[nH]c3ccccc23)NC(=O)OC(C)(C)C)o1	-13	-1	40	1	1	-3	0.99	-2
Cc1ccc(C(C(=O)NC2CCCCC2)N(CC2CCCO2)C(=O)CCCC(=O)Nc2ccccn2)cc1 (stereo not given)	7	2	-9	4	0.86	-1	0.96	14
COc1ccc2[nH]c3c(c2c1)CCN1C(=O)C(CC(=O)NCc2ccc(OC)c(OC)c2)C[C@H](C(=O)N2CCOCC2)[C@@]31C (stereo not given in full)	nt	-5	-13	-5	nt	1	1	nt
CC(C)Oc1ccccc1/C=N/n1nnnc1N	-6	-3	9	-6	1.2	2	1.1	-16
Cc1cc(C(=O)CN2C(=O)C(=O)N(Cc3ccco3)C2=O)c(C)n1CCc1ccc(F)cc1	-4	2	-6	5	1.1	-2	0.95	-6
Cc1nc(NC(=O)/C=C/c2ccccc2)sc1C(=O)N1CCCCC1	-5	-5	-6	1	0.95	0	0.99	5
C[C@@H]1O[C@@H](O[C@H]2[C@H](O[C@H]3C[C@]4(C)C(C[C@@H](O)C5C([C@]6(C)CC[C@@H](C(C)(C)O)O6)CC[C@]54C)[C@@]4(C)CC[C@H](O)C(C)(C)C34)O[C@H](CO)[C@@H](O)[C@@H]2O)[C@H](O)[C@H](O)[C@H]1O (stereo not given in full)	-4	-7	17	3	0.94	-2	0.97	6
COc1ccc(Cc2nnc(NC(=O)c3cccs3)s2)cc1	3	1	-26	-4	1.1	7	1	-9
O=C(COC(=O)c1ccc(O)cc1)NCC1COc2ccccc2O1 (stereo not given)	-9	-3	-9	3	0.95	-3	0.97	5
O=C(NC1CCCCC1)C(c1ccncc1)N(C(=O)c1csnn1)c1ccc(F)cc1 (stereo not given)	-1	-6	-16	-1	1	-2	1	0
O=[N+]([O-])CC(c1ccccc1)c1c[nH]c2ccccc12 (stereo not given)	-8	-1	6	-1	1	-1	1	-1
Cc1cc(NC(=O)CSc2nnc(-c3c[nH]c4ccccc34)n2-c2ccc(F)cc2)no1	7	-5	2	-6	0.98	2	1.1	2
Cc1ccc(-n2nc3c(c2NC(=O)C2CC2)CS(=O)(=O)C3)cc1	2	-5	-10	4	1	-4	0.96	-2
COc1cc(C(=O)NCC(=O)Nc2c(C)cccc2C)ccc1OCC(=O)N1CCOCC1	-3	-3	-9	-17	1.2	-3	1.2	-18
Cc1cc(C)c2c(=O)cc(C(F)F)oc2c1	-1	-7	-8	-8	0.9	0	1.1	10
CC(=O)NC1(C(F)(F)F)NC(=O)N(c2ccc(F)cc2)C1=O (stereo not given)	-22	-6	-6	6	0.88	-2	0.94	12
COc1ccc(NC2CC(=O)N(C)C2=O)cc1 (stereo not given)	-1	7	-4	1	0.89	0	0.99	11
Cc1nc(SCC(=O)c2ccc(F)cc2)c([N+](=O)[O-])[nH]1	1	-5	3	0	1.1	-16	1	-6
CCCc1cc(=O)c2c(O)cccc2o1	3	2	-6	-7	1.1	-1	1.1	-8
CN(Cc1ccco1)S(=O)(=O)c1csc(C(N)=O)c1	-1	2	-14	-3	1.2	39	1	-23
O=C(CCC1CCCC1)Nc1cc(C(F)(F)F)ccc1N1CCOCC1	4	-2	27	1	1	7	0.99	-1
COc1ccc(OC)c(C2=NOC(C(=O)Nc3cccc(C(C)=O)c3)C2)c1 (stereo not given)	-1	-8	1	1	1.2	5	0.99	-23
COCCNc1ccc(N2C(=O)C3CCCCC3C2=O)cc1[N+](=O)[O-] (stereo not given)	4	-2	9	12	1	5	0.88	-3
Cc1cccc(-c2noc(CNC(=O)Nc3ccc(F)cc3)n2)c1	-12	15	6	-17	1.1	0	1.2	-13
CCC(C)C(NC(=O)C1CCC(C)CC1)C(=O)NCCCN1CCCCC1CC (stereo not given)	-9	-6	-4	-9	1.3	-6	1.1	-29
CCOc1ccccc1-n1c(SCC(=O)N(C(C)C)C(C)C)nnc1-c1cccnc1	-3	-2	-1	1	0.9	-4	0.99	10
O=C(C1CCN(S(=O)(=O)c2ccc(Cl)cc2)CC1)N1CCC1	0	-2	-8	-2	1.1	-2	1	-6
Cc1ccc(C)c(OCCC(=O)OCC(=O)NCc2ccc(F)cc2)c1	-7	-1	6	-4	1	2	1	0
Cc1ccc(S(=O)(=O)N=Nc2c(O)[nH]c3ccccc23)cc1C	-10	0	-121	8	1.7	1	0.92	-66
Cc1cc(C(=O)NC(CC(C)C)C(=O)O)cc(C)c1[N+](=O)[O-] (stereo not given)	1	1	-2	-8	0.99	-2	1.1	1
CC1Cc2nc(SCC(=O)N3CCN(c4ccccc4)CC3)n(CCc3ccccc3)c(=O)c2S1 (stereo not given)	10	1	22	5	0.94	-3	0.95	6
COc1ccccc1N(CN1CCCC1=O)C(=O)c1c(F)cccc1F	3	-3	-1	-1	0.97	-3	1	2
O=S(=O)(c1ccc(Br)cc1)c1cnc2ccccc2n1	5	-10	17	15	0.9	-1	0.85	10
Clc1ccc(-n2nnnc2SCc2cn3ccccc3n2)cc1	-6	-1	3	-1	0.94	1	1	6
C1=C(c2cccc3ccccc23)N2CCN=C2S1	2	-6	19	0	1.1	2	1	-14
NC(=O)C1CCN(C(=O)C2CCC(=O)N(Cc3ccc(Cl)cc3)C2)CC1 (stereo not given)	-2	-8	8	5	1.1	-6	0.95	-10
COc1ccc(Oc2ccccc2C=O)cc1	23	8	3	7	1	6	0.93	-4
CCc1nn(C(C)C(=O)NCc2cccc(OC)c2)c(=O)c2cc3occc3n12 (stereo not given)	-1	-1	-21	-3	0.95	-1	1	5
CCCCc1cc(=O)oc2c(C)c(OCC(=O)NCCN3CCOCC3)ccc12	-6	5	-8	-2	1.2	-13	1	-18
CC1=C(C(=O)Nc2cccc(C(=O)NC3CCCCC3C)c2)SCCO1 (stereo not given)	0	-4	4	-4	1	-6	1	-2
C=C(C)C(=O)Nc1cccc(C(C)=O)c1	4	1	-6	-7	1.1	-2	1.1	-15
CCOC(=O)CC(NC(=O)c1ccc(C)cc1)c1ccc(OC)cc1 (stereo not given)	6	-5	-8	-15	1.1	-5	1.2	-5
O=C(O)CCCNc1cc(N2CCN(C(=O)c3ccco3)CC2)c2noc3c2c1C(=O)c1ccccc1-3	18	22	35	9	0.95	53	0.91	5
O=C(Nc1ccc(OCC(=O)N2CCOCC2)cc1)c1cc(F)c(F)cc1Cl	-3	-1	-12	-2	1	-3	1	-2
N#Cc1nc(Cc2cccc3ccccc23)oc1NCCN1CCOCC1	-6	-9	0	-4	0.87	1	1	13
COc1ccc(-c2cc(C(F)(F)F)n3nc(N)nc3n2)cc1	0	-8	-11	-4	1	4	1	-1
COc1ccc(NC(=O)c2ccccc2[N+](=O)[O-])cc1	8	-12	-15	-1	0.87	0	1	13
O=C1N[C@@H](Cc2c[nH]c3ccccc23)COC(=O)[C@@H](Cc2ccc(F)cc2)CC/C=C/C[C@@H]1CC(=O)N(CCO)Cc1ccccc1	-7	1	11	2	0.9	-3	0.98	10
O=c1[nH]nnc2sc3c(c12)CCCC3	-6	0	13	7	1	-5	0.93	-3
N#CCCCn1c(O)c(N=NC(=O)C(O)c2ccccc2)c2ccccc21 (stereo not given)	0	-6	5	1	0.97	4	0.99	3
Cc1ccc(CN(C)C(=O)CN2C(=O)NC3(CCCc4ccccc43)C2=O)c(C)c1 (stereo not given)	-1	0	-11	-6	1	-2	1.1	-1
Cc1ccc2cc(S(=O)(=O)NCCC(=O)O)ccc2c1	5	-3	-28	-3	0.98	7	1	2
